High-throughput results from PubChem BioAssay.
DAX1 inh-1 – inhibitors of human orphan nuclear receptor DAX1 (NR0B1); inhibition, % at 6.75 µM; 340,000 compounds, 0.99% hits; P51843; HEK293 Gal4-DAX1 luciferase reporter, luminescence; AID 504766;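 active means inhibition above the mean over all tested compounds plus 3 SD, cut at about 4.2% in these data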;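 further: 0% = DAX1-transfected cells with DMSO and 100% = empty-vector control cells with DMSO; inhibition shows as a rise in luminescence from relieved DAX1 repression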
DAX1 inh-2 – inhibitors of DAX1 repression of SF-1 activated StAR promoter; HEK293T StAR-luciferase reporter, SF-1/DAX-1 repression relief; 370,000 compounds, 1.1% hits; inhibition, % at 6.8 µM; AID 652010;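 active means inhibition above the mean over all tested compounds plus 3 SD, cut at about 3.6% in these data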;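 further: 0% = DAX-1 cells with DMSO and 100% = cells lacking DAX-1 with DMSO; higher inhibition means more luminescence from relief of DAX-1 repression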
hcDAF-12 act – activators of H. contortus DAF-12 nuclear receptor; activation, % at 6.8 µM; HEK293 hcDAF-12 lit1-tk-luc reporter, luminescence; 0% DMSO, 100% Δ7-dafachronic acid; 370,000 compounds, 1.4% hits;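 active means activation above the mean of all tested compounds plus 3 SD, cut at about 5.5% in these data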;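 further: 100% = response to 3 µM Δ7-dafachronic acid high control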
ssDAF-12 act – S. stercoralis DAF-12 activation, primary screen. 370,000 compounds, 1% hits. HEK293 ssDAF-12/GRIP1 lit1-tk-luc reporter, luminescence; % of 3 µM dafachronic acid response. AID 652126. activation, % at 6.8 µM;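 active means activation above the mean over all tested compounds plus 3 SD, cut at about 0.9% in these data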;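 further: 0% = DMSO-only wells and 100% = 3 µM delta7-dafachronic acid wells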
hgDAF12 agonist – activates the H. glycines DAF-12 receptor ligand-binding domain | HEK293 GAL4-hgDAF12 UAS-luciferase reporter, agonist luminescence; normalized to butyrate control | activation, % at 6.8 µM | 370,000 compounds, 1.8% hits;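 active means activation above a cutoff set at the mean of all screened compounds plus 3 SD, cut at about 10% in these data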;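 further: 0% = DMSO wells and 100% = sodium butyrate wells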
NPR2 activator – GC-B (human) receptor activation; AID 1920062; HEK293-GC-B cells, CNP EC30, cGMP TR-FRET; 0% at EC30 CNP, 100% saturating CNP; P20594; 370,000 compounds, 0.11% hits; activation, % at 10 µM;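 active means activation at 10 µM reaching about 35% in either raw or pattern-adjusted values, limit read from the data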
FXN GAA850 act – activators of GAA850 frataxin (FXN) promoter | HEK293 lucGAA850 FXN promoter luciferase reporter, 24 h; percent of 10 µM SAHA response | activation, % at 6 µM | 360,000 compounds, 0.56% hits | AID 540364;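 active means activation above the average of all compounds screened plus 3 SD, cutoff fixed separately per campaign, cut at about 7.5% in these data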;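 further: 0% = DMSO wells and 100% = 10 µM SAHA wells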
ADAM10 inh – ADAM10 inhibition, QFRET primary screen; O14672; inhibition, % at 7 µM; 370,000 compounds, 0.62% hits; recombinant ADAM10, EDANS/DABCYL FRET peptide cleavage, 3 h;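 active means inhibition above a per-campaign cutoff equal to the mean of compounds falling between control-based bounds plus 3 SD, cut at about 20% in these data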;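 further: 0% = DMSO wells while the 100% control is not disclosed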
GC-A act – GC-A (human) enzyme activation; activation, % at 10 µM; HEK293 GC-A cells, cGMP TR-FRET, EC30 ANP; 0% at EC30 ANP, 100% saturating ANP; P16066; 370,000 compounds, 0.14% hits; in the data active means activation above about 40%
Target sequence (P16066 whole entry, looked up): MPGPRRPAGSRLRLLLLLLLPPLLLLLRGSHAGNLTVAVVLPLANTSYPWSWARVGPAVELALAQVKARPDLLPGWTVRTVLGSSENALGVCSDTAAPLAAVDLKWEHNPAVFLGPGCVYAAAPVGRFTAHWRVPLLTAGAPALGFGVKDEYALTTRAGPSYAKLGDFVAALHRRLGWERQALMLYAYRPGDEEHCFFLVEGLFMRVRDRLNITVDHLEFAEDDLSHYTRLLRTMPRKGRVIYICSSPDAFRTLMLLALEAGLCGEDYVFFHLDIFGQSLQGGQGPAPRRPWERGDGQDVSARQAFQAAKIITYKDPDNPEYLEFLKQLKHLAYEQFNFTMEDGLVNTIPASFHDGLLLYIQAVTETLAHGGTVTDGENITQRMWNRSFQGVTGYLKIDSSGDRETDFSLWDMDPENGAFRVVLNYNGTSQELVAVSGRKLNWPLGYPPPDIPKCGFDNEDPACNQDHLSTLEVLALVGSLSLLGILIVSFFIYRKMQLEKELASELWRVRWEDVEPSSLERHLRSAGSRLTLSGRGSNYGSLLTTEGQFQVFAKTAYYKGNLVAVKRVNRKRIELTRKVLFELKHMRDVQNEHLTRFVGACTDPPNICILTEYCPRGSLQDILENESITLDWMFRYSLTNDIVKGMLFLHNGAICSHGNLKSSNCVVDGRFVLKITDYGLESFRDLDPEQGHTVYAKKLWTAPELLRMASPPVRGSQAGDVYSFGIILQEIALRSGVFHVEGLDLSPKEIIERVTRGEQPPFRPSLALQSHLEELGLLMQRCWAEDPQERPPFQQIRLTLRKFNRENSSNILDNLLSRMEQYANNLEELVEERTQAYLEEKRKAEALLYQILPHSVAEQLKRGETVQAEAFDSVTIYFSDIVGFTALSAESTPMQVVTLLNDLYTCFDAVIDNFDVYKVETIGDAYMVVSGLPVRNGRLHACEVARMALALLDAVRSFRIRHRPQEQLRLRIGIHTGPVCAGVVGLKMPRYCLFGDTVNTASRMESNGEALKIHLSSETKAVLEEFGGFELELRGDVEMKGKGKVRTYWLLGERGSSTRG
SMARCA2 act – increases SMARCA2 function in MMTV reporter cells; AID 652017; 370,000 compounds, 1% hits; MG213 cells, MMTV-luciferase reporter, dexamethasone, overnight; activation, % at 9.1 µM; in the data active means activation above about 7.8%;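 further: 0% = vehicle wells and 100% = reference activator wells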
sPLA2-III inh – Inhibits HGIII-sPLA2 liposome hydrolysis, primary screen | QFRET BODIPY PC-A2 liposome hydrolysis, fluorescence | inhibition, % at 12.2 µM | 370,000 compounds, 0.56% hits;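 active means inhibition above mean plus 3 SD of compounds lying within the high and low control bounds, cut at about 19% in these data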;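 further: 0% = median of test compound wells and 100% = no enzyme DMSO wells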
* marks the source's active call; other numbers are inactive results; i = inactive; · = no result given.

SMILES | DAX1 inh-1 | DAX1 inh-2 | hcDAF-12 act | ssDAF-12 act | hgDAF12 agonist | NPR2 activator | FXN GAA850 act | ADAM10 inh | GC-A act | SMARCA2 act | sPLA2-III inh
Cc1c(N(C)C(=O)C23CC4CC(CC(C4)C2)C3)c(=O)n(-c2ccccc2)n1C | -0.7 | 0.1 | 1.6 | -1.3 | -1.1 | -4 | 0.2 | 3 | 0 | 0 | 8
O=C(Nc1ccccc1Cl)N1CCN(c2ccc3nncn3n2)CC1 | -0.1 | 0.8 | -1.9 | -0.7 | 2.7 | -3 | 0.2 | -1 | 1 | 0 | -3
CC1=NN(c2nc(-c3ccc(Cl)cc3)cs2)C(=O)C1 | -1.0 | 0.7 | -1.3 | -0.9 | 0.3 | 4 | 2.2 | -9 | -5 | 4 | 0
O=[N+]([O-])c1c(NCc2ccco2)ccc2nonc12 | · | 0.6 | 1.5 | -0.7 | -0.5 | 2 | 0.4 | 5 | 3 | 3 | 2
Cc1cc(C)nc(Sc2ncnc3sc4c(c23)CCC4)n1 | -0.6 | 0.7 | -0.5 | -1.5 | -2.9 | -2 | -1.3 | i | -2 | -3 | 1
COc1cc(CNc2ccc3[nH]c(=O)[nH]c3c2)ccc1OCc1ccccc1F | -0.3 | -0.7 | -1.6 | -0.5 | -0.7 | 43* | 7.7* | -181 | -2 | -3 | 24*
O=C(O)/C(=C/c1ccco1)NC(=O)c1ccccc1 | 0.2 | 0.1 | -0.4 | -1.1 | -0.8 | -8 | 2.2 | 2 | 1 | -1 | -4
COCCCNc1ccn2nc(-c3ccc(OCCN4CCOCC4)cc3)cc2n1 | · | 0.1 | -0.1 | -1.2 | 3.0 | -7 | 1.2 | -166 | -7 | 7.9* | -11
COC1C(O)CCC2(CO2)C1C1(C)OC1CC=C(C)C (configuration not stated) | · | -1.9 | -2.3 | -1.7 | 1.9 | 2 | · | -13 | 4 | 3 | -1
O=C(CN(Cc1ccco1)C(=O)c1ccc(Cl)cc1)Nc1ccc(Cl)c(Cl)c1 | -1.0 | 0.2 | 3.0 | -1.3 | -1.9 | 7 | 1.7 | 4 | -1 | -3 | -1
O=C(NCc1cccc(C(F)(F)F)c1)C1CC2Cn3c(nc4ccccc43)C2N1Cc1ccccc1 (configuration not stated) | -0.4 | 0.8 | -0.6 | -0.9 | 1.2 | -1 | -0.8 | 10 | -3 | 0 | -1
CC(C)(C)NC(=O)C(c1ccncc1)N(Cc1ccc(F)cc1)C(=O)c1ccc(-c2ccccc2)[nH]1 (configuration not stated) | -0.1 | 0.4 | -1.3 | -1.1 | -0.2 | -4 | -1.8 | 1 | -1 | -2 | -20
CCOc1cc(C(=O)NCC(C)(C)CNC(=O)c2cc(OCC)c(OCC)c(OCC)c2)cc(OCC)c1OCC | · | -0.2 | -1.6 | -1.5 | -0.3 | 4 | -0.9 | 21* | -1 | -1 | -12
C/C(=N\N(Cc1ccccc1)c1ccccc1)c1ccncc1 | 3.5 | 0.5 | -0.1 | -0.6 | 2.8 | -7 | 0.3 | 3 | -11 | -3 | -1
COC(=O)[C@]12C[C@H](CC(=O)N3CCOCC3)C(=O)N(CCc3ccc(OC)c(OC)c3)C1=C[C@H](C(C)C)O[C@@H]2C1CC1 | · | 0.1 | -1.6 | -1.7 | -0.4 | 1 | · | 4 | 0 | -1 | -3
CCOc1ccc2[nH]c(=O)c(CN(CCO)C(=O)c3ccc(F)cc3)cc2c1 | 1.0 | -0.3 | 1.4 | -1.5 | 0.1 | -1 | -1.1 | -303 | -1 | -1 | 3
O=C(Cc1c(F)cccc1Cl)Nc1cccc(S(=O)(=O)NC2=NCCCCC2)c1 | -1.3 | -1.0 | -1.5 | -1.0 | -0.3 | 4 | 2.4 | 5 | 1 | 2 | -8
O=C(c1ccc(CS(=O)c2ccccc2Cl)o1)N1CCN(C2CCCCC2)CC1 (configuration not stated) | 1.4 | 6.9* | -0.7 | -0.2 | -0.8 | -2 | -2.5 | 2 | 3 | -3 | -12
Cc1nn(-c2ccccc2)c(Cl)c1/C=N/NC(=O)c1ccn[nH]1 | -0.3 | 14* | 5.8* | 0.3 | 13* | -3 | 5.9 | -2 | 0 | 7 | 0
NC(=O)CSc1nnc(-c2ccc(S(=O)(=O)N3CCCCC3)cc2)n1-c1ccccc1 | 1.5 | -1.2 | 0.8 | -1.0 | 0.8 | -4 | -2.2 | -1 | -6 | -1 | 7
CCOC(=O)c1cc(OCC(=O)NC(C)C(C)C)cc(C(=O)OCC)c1 (configuration not stated) | -0.1 | -0.7 | 0.1 | -1.7 | -2.6 | -3 | -3.5 | -2 | -1 | 0 | 0
CCOc1cc(N2CCOCC2)c(OCC)cc1NC(=O)COC(=O)c1c(C)noc1C | 1.8 | -0.2 | -0.8 | -1.5 | 0.5 | 9 | -0.9 | -12 | 8 | -2 | -1
COC(=O)c1ccccc1NC(=O)NCc1ccccc1 | -1.7 | -0.2 | -1.1 | -1.1 | -0.4 | -2 | 4.0 | -1 | -5 | -1 | -1
CCN(CC(=O)Nc1c(C(=O)OC)[nH]c2ccc(Cl)cc12)c1ccc2c(c1)OCO2 | -1.3 | -1.2 | -2.4 | -1.4 | -1.6 | -2 | 0.5 | -4 | -3 | 0 | -9
c1ccc(-c2ccc(C3=Nn4c(nnc4-c4ccccc4)SC3)cc2)cc1 | · | -1.6 | -3.2 | -1.5 | 0.3 | -4 | · | 2 | -8 | 2 | -5
COc1ccc(Nc2cc(C(=O)NCCCN3CCOCC3)c3ccccc3n2)cc1 | 0.5 | -0.3 | 1.3 | -0.2 | 2.4 | -4 | -0.3 | 3 | -4 | -1 | -4
COc1cc(OC)cc(-c2cc3ncccc3cn2)c1 | -0.6 | -0.2 | 0.4 | -0.7 | 8.4 | -5 | 5.2 | -5 | 3 | 5 | 0
COc1ccc2nc(N3CCN(C(=O)c4ccc([N+](=O)[O-])o4)CC3)sc2c1 | -1.6 | -7.7 | -0.5 | -0.9 | -2.7 | -6 | -0.1 | -3 | -2 | -1 | 1
CC(C(=O)Nc1sc2c(c1C#N)CCCCC2)N1C(=O)c2ccccc2C1=O (configuration not stated) | 1.8 | 0.2 | 3.8 | 1.1* | 3.2 | -12 | 2.4 | 6 | 0 | -2 | 13
COc1ccccc1NC(=O)COC(=O)c1ccc(S(=O)(=O)N2CCCCCC2)cc1 | 0.1 | -0.6 | -1.2 | -0.5 | -0.1 | -3 | -0.9 | -4 | 3 | -5 | 11
COc1ccc(S(=O)(=O)N2CCC(C(=O)NC3CCCCC3)CC2)cc1OC | -1.0 | 0.4 | 0.0 | -1.2 | 1.8 | -9 | 2.7 | -7 | -6 | -2 | 9
COc1ccccc1OCC(=O)Nc1nc(C)c(C)s1 | 1.8 | 1.4 | 2.4 | 0.5 | 14* | 6 | 4.6 | -2 | -2 | 5 | 2
CCOC(=O)CC1(C)NC(C(=O)O)C(C)(C)S1 (configuration not stated) | 0.8 | -1.1 | -1.2 | 0.3 | -0.9 | -2 | -0.1 | -15 | 4 | -3 | 10
COc1ccc(S(=O)(=O)N(C)CC(=O)N2CCCCCC2)cc1 | 0.8 | 0.0 | -2.5 | -1.0 | -0.4 | -4 | 1.1 | -1 | 4 | -3 | 3
CCNc1nc(NC(C)(C)C)nc(SCC(N)=O)n1 | -0.1 | 0.1 | -2.4 | -0.8 | 1.6 | 2 | 1.3 | -2 | 2 | -2 | -1
CSCCC(N=C(NS(=O)(=O)c1ccc(Br)cc1)c1ccccc1)C(=O)O (configuration not stated) | -0.9 | 0.9 | -0.9 | -1.5 | 3.6 | -1 | -0.6 | 3 | 0 | 0 | 1
O=C(CCl)NC1CCCCN(Cc2cccc(C(F)(F)F)c2)C1=O (configuration not stated) | · | -3.9 | -2.4 | -1.2 | -7.4 | 2 | · | -11 | 0 | -2 | 8
COC(=O)C(C)Sc1nnc2n(-c3cccc(C)c3)c(=O)c3c4c(sc3n12)CCCC4 (configuration not stated) | -0.2 | 0.4 | -1.4 | -1.2 | -1.3 | 4 | -0.2 | -16 | 11 | -1 | 2
COc1ccc(NC(=O)c2cc(C)no2)cc1 | 1.4 | 0.4 | -0.5 | -0.5 | 3.7 | 3 | 0.9 | 2 | 0 | 3 | -5
CCOC(=O)CCCCC(=O)c1[nH]c(=O)[nH]c1CSc1nc(C)cc(=O)[nH]1 | -0.6 | 0.2 | -3.2 | -1.0 | 0.0 | 4 | 1.8 | -8 | -6 | 2 | -3
Cc1cccc(N(C(=O)Cn2nnc3ccccc32)C(C(=O)NCc2ccco2)c2ccncc2)c1 (configuration not stated) | -0.9 | -0.3 | 1.7 | -1.1 | 0.1 | -4 | -3.6 | 0 | -11 | 0 | -3
c1ccc(CNc2ncnc3[nH]ncc23)cc1 | 0.5 | -0.6 | -2.5 | -1.1 | 0.5 | 2 | 1.5 | -12 | 0 | 1 | -6
Cc1ccc(/C=N/NC(=O)CNC(=O)COc2ccccc2)o1 | -0.2 | 0.3 | -2.1 | -0.1 | -2.7 | 11 | 0.0 | 5 | 2 | -1 | 5
C[C@@H](C(=O)Nc1ccccc1N1CCOCC1)N1C(=O)C2CC=CCC2C1=O (some centres not stated) | 0.8 | -0.1 | -0.8 | -1.0 | 1.3 | 5 | -0.7 | -4 | 0 | -1 | 0
CC(=O)c1cc(NC(=O)c2ccc(Cl)cc2)c(=O)oc1/C=C/N(C)C | 1.7 | -0.6 | -0.5 | -0.9 | 1.8 | -1 | 3.0 | 0 | 6 | -3 | -6
CCOc1ccc(S(=O)(=O)NCCC(=O)Nc2cccc(C(=O)OC)c2)cc1 | 0.7 | -0.2 | 0.6 | -0.9 | 4.3 | 7 | 1.0 | 1 | -4 | 1 | -15
O=C(NN=Cc1c(O)ccc2ccccc12)c1ccncc1 | -4.5 | -5.2 | -3.9 | -1.6 | -6.7 | -5 | -10 | -4 | -10 | -5 | -4
CCOc1ccc2c(c1)C(C)=CC(C)(C)N2 | 0.1 | -0.6 | -0.5 | -1.4 | -2.3 | -2 | 0.7 | -61 | 2 | -1 | -1
N#Cc1ccccc1Sc1ccccc1C(=O)NCC(c1ccco1)N1CCCC1 (configuration not stated) | 0.8 | 2.4 | 1.2 | 0.2 | 0.5 | -6 | -3.5 | 1 | 0 | -4 | -3

Looked up one by one from the list above (3):
SMILES | DAX1 inh-1 | DAX1 inh-2 | hcDAF-12 act | ssDAF-12 act | hgDAF12 agonist | NPR2 activator | FXN GAA850 act | ADAM10 inh | GC-A act | SMARCA2 act | sPLA2-III inh
CCOc1ccc2c(c1)C(C)=CC(C)(C)N2 | 0.1 | -0.6 | -0.5 | -1.4 | -2.3 | -2 | 0.7 | -61 | 2 | -1 | -1
O=C(NN=Cc1c(O)ccc2ccccc12)c1ccncc1 | -4.5 | -5.2 | -3.9 | -1.6 | -6.7 | -5 | -10 | -4 | -10 | -5 | -4
COc1ccc(NC(=O)c2cc(C)no2)cc1 | 1.4 | 0.4 | -0.5 | -0.5 | 3.7 | 3 | 0.9 | 2 | 0 | 3 | -5

Hits appear at their usual frequency; 6.6% or so of the library scored in one or more.
